# From PubChem BioAssay
# IDH1 R132H inh: inhibitors of human mutant IDH1 R132H | O75874 | IDH1-R132H enzyme, NADPH consumption, diaphorase/resazurin fluorescence | Potency, µM (series often up to 76.6 µM), without a hit: top-dose activity change, negative = inhibition, most hits filed as inhibitors | 390,000 tested, 0.093% active; further: on the % scale 0 is the no-effect control and ±100 the full control effect; nearly all actives have a fitted effect of over 65% in size
#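 IDH1-R132H (0.5 ug/mL dispensed) in pH 7.5 Tris buffer was preincubated 30 min with compound, then given a substrate mix of 0.016 mM NADPH and 2 mM alpha-KG for 80 min at room temperature; remaining NADPH was read by diaphorase/resazurin fluorescence.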
# USP1 inh: USP1/UAF1 (human) deubiquitinase inhibition; O94782; recombinant USP1/UAF1, Ub-Rhodamine cleavage fluorescence; Potency, µM (series often up to 57.1 µM), inactives show at the highest dose activity change, negative = inhibition, most hits filed as inhibitors; 390,000 tested, 0.23% active; further: on the % scale 0 is the no-effect control and ±100 the full control effect; nearly all actives have a fitted effect of over 60% in size; inactives centre near -12
#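 1 nM enzyme complex + cpd, 15 min RT; start with Ub-Rho 150nM final; kinetic fluorescence ex 480/em 540, 6 reads q60 s. Buffer 50mM HEPES pH 7.8, 0.5mM EDTA, 0.1 mg/ml BSA, 1mM TCEP, 0.01% Tween-20.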
# RXFP1 agonist: activates the human relaxin receptor RXFP1; Q9HBX9; HEK293T-RXFP1 cAMP TR-FRET, 30 min; response scale: percent of porcine relaxin response, buffer zero; Potency, µM (series often up to 57.5 µM), for the others: top-dose activation, usual class: activators; 370,000 tested, 0.3% active; AID 2676; further: on the % scale 0 is the no-effect control and ±100 the full control effect; nearly all actives have a fitted effect of over 60% in size; many of its hits are not listed in these tables
# Target sequence (Q9HBX9 whole entry, looked up): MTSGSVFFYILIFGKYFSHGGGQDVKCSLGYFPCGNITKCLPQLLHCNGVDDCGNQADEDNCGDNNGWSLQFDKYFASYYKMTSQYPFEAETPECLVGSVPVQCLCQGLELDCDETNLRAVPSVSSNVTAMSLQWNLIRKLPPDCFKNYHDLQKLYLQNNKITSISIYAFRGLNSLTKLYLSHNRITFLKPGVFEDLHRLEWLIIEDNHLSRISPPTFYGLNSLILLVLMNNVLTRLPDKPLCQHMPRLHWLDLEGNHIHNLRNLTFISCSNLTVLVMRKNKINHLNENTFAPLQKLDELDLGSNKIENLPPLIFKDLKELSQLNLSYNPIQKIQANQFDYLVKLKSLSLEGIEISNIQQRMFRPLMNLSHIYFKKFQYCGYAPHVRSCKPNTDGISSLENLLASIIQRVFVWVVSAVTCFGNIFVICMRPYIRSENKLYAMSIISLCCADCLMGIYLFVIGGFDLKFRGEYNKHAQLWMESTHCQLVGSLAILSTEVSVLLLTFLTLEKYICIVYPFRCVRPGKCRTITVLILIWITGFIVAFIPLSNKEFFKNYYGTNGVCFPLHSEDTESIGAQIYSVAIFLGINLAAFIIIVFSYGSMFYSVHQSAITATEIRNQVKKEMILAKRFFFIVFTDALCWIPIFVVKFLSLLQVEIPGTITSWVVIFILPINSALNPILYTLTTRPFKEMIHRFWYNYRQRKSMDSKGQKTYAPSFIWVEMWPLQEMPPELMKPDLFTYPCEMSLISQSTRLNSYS
#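 Agonist response is measured as cAMP accumulation in an RXFP1-transfected HEK293T line under PDE4 inhibition. Values are scaled between buffer-only and 29 nM porcine relaxin, and EC50s come from standard Hill equation fits.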
# Vif-APOBEC3F blk: inhibitors of Vif-A3F interaction; HeLa A3F-eYFP + Vif (tagged APOBEC3F with the HIV-1 protein that degrades it), YFP fluorescence increase; Potency, µM (series often up to 46.1 µM), for the others: top-dose activity, negative = active; 390,000 tested, 0.2% active; AID 602313; further: % of control where 0% means no effect; nearly all actives have a fitted effect of over 65% in size
#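 HeLa cells stably expressing A3F-eYFP plus Vif, plated and incubated overnight at 37 deg C, then exposed to compounds overnight at 37 deg C. Blocked degradation read as raised yellow fluorescence (Ex 488/Em 500-530).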
# Vif-A3G inh: blocks the Vif interaction with human APOBEC3G. 410,000 tested, 0.076% active. Potency, µM (doses to about 46.1 µM), for inactives: at the top dose activity, negative = active, hits mostly inhibitors. Q9HC16. HeLa A3G-eYFP + Vif (tagged APOBEC3G with the HIV-1 protein that degrades it), YFP fluorescence, overnight. AID 602310;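 further: on the % scale 0 is the no-effect control and ±100 the full control effect; nearly all actives have a fitted effect of over 60% in size; hits raise eYFP signal because A3G escapes Vif-driven loss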
#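 Read-out is eYFP fluorescence (Ex 488/Em 500-530) from Vif-expressing HeLa A3G-eYFP cells; more signal means A3G escaped Vif-mediated degradation. Cells plated overnight, compound pinned in, incubated overnight at 37 deg C.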
# RGS4 inhibitor: inhibitors of human regulator of G protein signaling 4 | 390,000 tested, 0.039% active | Transcreener GDP fluorescence polarization, RGS4-accelerated GTP hydrolysis | Potency, µM (highest dose often 114 µM), for inactives: at the top dose activity change, negative = inhibition, most hits filed as inhibitors; further: on the % scale 0 is the no-effect control and ±100 the full control effect; nearly all actives have a fitted effect of over 75% in size; some results filed as inactive show a strong effect at the top dose
# Target sequence (P49798 whole entry, looked up): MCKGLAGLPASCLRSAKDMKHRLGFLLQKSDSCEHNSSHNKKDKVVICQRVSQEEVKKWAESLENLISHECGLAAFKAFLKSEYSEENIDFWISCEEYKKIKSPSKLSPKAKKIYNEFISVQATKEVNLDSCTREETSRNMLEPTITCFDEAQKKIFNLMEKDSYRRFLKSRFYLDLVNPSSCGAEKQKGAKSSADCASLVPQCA
#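 MLSMR compounds (23 nl, pin-transferred) preincubated 10 min at room temperature with a 500nM (2x) first reagent, then RGS4 at 900nM (2x) plus Transcreener GDP mix added; fluorescence polarization (620/688 nm) read before and after 90 min at 30 °C.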
# TrxR1 substrate: substrates of rat thioredoxin reductase 1 | O89049 | purified TrxR1 substrate turnover, NADPH consumption readout | Potency, µM (highest dose often 114 µM), without a hit: top-dose activity change, negative = substrate turnover | 390,000 tested, 0.01% active; further: on the % scale 0 is the no-effect control and ±100 the full control effect; nearly all actives have a fitted effect of over 50% in size
#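 Rat TrxR1, dispensed at 90 nM, was prereduced with 400 uM NADPH (final) for 5 min at ~22 deg C, then incubated with compound 15 min before 400 uM selenite. A first-read NADPH fluorescence drop versus no-compound background flagged substrates.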
# ALOX12 inh: inhibitors of human 12S-lipoxygenase ALOX12 | purified 12hLO, xylenol orange hydroperoxide absorbance | P18054 | Potency, µM (titrated, usually from 108 µM), without a hit: at the highest dose activity change, negative = inhibition, most hits filed as inhibitors | 580,000 tested, 1.1% active; further: on the % scale 0 is the no-effect control and ±100 the full control effect
#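 Purified human 12hLO (150 nM final) in 25 mM Hepes, 0.01% Triton X-100, pH 7.0 was preincubated 15 min at room temperature with compound. Then 40 uM arachidonic acid was added, 30 min. Hydroperoxide was read by Fe-XO absorbance ratio 573/405 nm.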
# TrxR1 inh: inhibitors of rat thioredoxin reductase 1; recombinant rTrxR1, NADPH fluorescence consumption, selenite substrate; Potency, µM (titrated, usually from 114 µM), without a hit: at the highest dose activity change, negative = inhibition, usual class: inhibitors; 390,000 tested, 1% active; further: on the % scale 0 is the no-effect control and ±100 the full control effect; nearly all actives have a fitted effect of over 65% in size
#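 Rat TrxR1 (90 nM in the dispensed reagent) was pre-reduced with 400 uM NADPH for 5 min at room temperature, then incubated with compound for 15 min. After 400 uM selenite was added, NADPH fluorescence (Ex 340/Em 450 nm) was followed for 8 min.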
# Numbers without * were called inactive; u = inconclusive; x = no result given; & = joins results of further samples; [ ] = remark or other dose. The call rests on the fitted dose curve; in most records, active means well fitted curve in the direction sought with a large enough effect; inconclusive means small, poorly fitted or top-dose-only effect, or another doubt; inactive means no such curve, though single readings can be large; an effect the other way counts as inactive or inconclusive. Potency means the concentration at half of the fitted maximal effect. An excerpt. The share of hits here may be higher or lower than overall.
# Value order – IDH1 R132H inh	USP1 inh	RXFP1 agonist	Vif-APOBEC3F blk	Vif-A3G inh	RGS4 inhibitor	TrxR1 substrate	ALOX12 inh	TrxR1 inh
COc1cc(C(=O)N2CC(C)OC(C)C2)c([N+](=O)[O-])cc1OC (stereo not given)
  7%	-19%	0.5%	-4%	1%	9%	4%	16%	6%
Cc1noc(C)c1COC(=O)c1cc2c3ccccc3n(C)c2s1
  2%	-27%	3.2%	2%	2%	-35%	-1%	u	-12%
COc1nc(OC)nc(N(C)CCO)n1
  0%	1%	-0.9%	-7%	1%	30%	-13%	122%[activator]	16%[57.1 µM]
COc1ccc(C2N=C(c3ccccc3)NO2)cc1OC (stereo not given)
  0%	-4%	0.8%	7%	-4%	10%	2%	-4%	-8%
O=C(CN1CCCN(Cc2ccc(F)cc2Cl)C1=O)NC1CCCCCC1
  1%	-2%	-0.4%	-11%	1%	0%	3%	-26%	12%
COc1cc(C(=O)OCCN2CCOCC2)ccc1O
  -1%	-4%	2.2%	-1%	1%	-51%	-15%	0%	-27%
CC(=O)Nc1cccc(NC(=O)Nc2cccc(F)c2)c1
  2%	-15%	0.6%	1%	-3%	-12%	0%	-7%	26%
CCOC(=O)CSc1nc2ccccc2c(=O)n1CC1COc2ccccc2O1 (stereo not given)
  1%	-12%	2.3%	0%	1%	-16%	-10%	-15%	3%
Cc1ccc(CN2CCN(C(=O)CCc3ccccc3)CC2)cc1
  3%	-14%	1.5%	0%	0%	-12%	6%[57.1 µM]	-2%	-1%[57.1 µM]
N#Cc1nc(-c2ccccc2)oc1NCc1ccco1
  15%	-21%	1.9%	2%	1%	2%	140%[activator]	-10%	44%[activator]
COc1ccc(CNc2nc(NCc3ccc(OC)cc3)n(S(C)(=O)=O)n2)cc1
  10%	-11%	-0.5%	-8%	1%	2%	-1%[57.1 µM]	3%	11%[57.1 µM]
Cc1cnc(NC(=O)CCCSc2nc3ccccc3s2)s1
  0%	-17%	21%	-9%	-7%	11%	9%	-5%	9%
CCC(=O)N1N=C(c2ccc(NS(=O)(=O)CC)cc2)CC1c1ccc(C)cc1 (stereo not given)
  17%	-7%	-0.4%	-8%	0%	-4%	193%[activator]	1%	u
COc1ccc(Cn2c(CO)cnc2SCC(=O)Nc2cccc(NC(C)=O)c2)cc1
  -4%	-6%	0.9%	-7%	4%	4%	0%	3%	17%
CCOc1ccccc1NC(=S)N(CCC(C)C)C1CCN(C(C)=O)CC1
  20%	-6%	-1.9%	-1%	-8%	-1%	0%	-2%	-17%
NC(=S)Nc1ncc(C(F)(F)F)cc1Cl
  10%	-2%	1.1%	8%	0%	-32%	6%[57.1 µM]	40µM*	16%[11.4 µM]
CCCc1c(O)c2ccccc2[nH]c1=O
  7%	-10%	0.4%	3%	-3%	-23%	52%[activator]	0%	-12%
CCOc1ccc2oc(C(=O)OCC(=O)N3CC(C)OC(C)C3)c(C)c2c1 (stereo not given)
  6%	-21%	-0.6%	8%	1%	-12%	78%[activator]	-1%	35%
O=C(N/N=C/c1ccccn1)c1ccncc1
  6%	-2%	-0.1%	-6%	2%	8%	1%[57.1 µM]	5%	6%[57.1 µM]
Cc1cc(NC(=O)CSc2nccn2-c2ccc(F)cc2)no1
  1%	-12%	-0.1%	-13%	-6%	-28%	8%[57.1 µM]	0%	19%[57.1 µM]
Cc1c(Cl)cccc1NC(=O)Cn1c(=O)n(Cc2ccco2)c(=O)c2sc3ccccc3c21
  10%	-27%	-0.9%	-15%	4%	-26%	7%	-29%	-26%
Cc1ccc(NC(=O)Nc2ccc(Cl)c(Cl)c2)nc1
  0%	-4%	2.3%	-26%	1%	14%	10%[57.1 µM]	0%	13%[57.1 µM]
COc1cccc(C(=O)Nc2cccc3cccnc23)c1OC
  -2%	-21%	3.3%	-1%	0%	-20%	6%	x	25%
Cc1ccc(-n2c(SCC(=O)N(C)C3CCS(=O)(=O)C3)nc3ccccc3c2=O)cc1 (stereo not given)
  -1%	-18%	5.3%	-286%	10%	-8%	2%	1%	6%
CSc1nc2nc(C(F)(F)F)cc(-c3ccccc3)n2n1
  8%	-8%	0.1%	-2%	-1%	-7%	39%[activator]	0%[57.4 µM]	-22%
CCOc1ccc(-c2ccc(SC)nn2)cc1
  13%	-17%	-0.5%	0%	1%	-14%	9%[57.1 µM]	-9%	35%[57.1 µM]
S=c1nc(C23CC4CC(CC(C4)C2)C3)[nH][nH]1
  -4%	-15%	-2.3%	2%	1%	-13%	-4%	u	-13%
CCCCOc1ccc(C(=O)NCCCC(=O)N2CCCCC2)cc1
  1%	-13%	-0.2%	1%	-1%	-10%	4%	10%	3%
Cc1cccc(-c2noc(CCC(=O)NCC3CCCO3)n2)c1 (stereo not given)
  2%	-7%	0.0%	-14%	-2%	-11%	6%	29%	17%
OCC1CCCN(c2nc(CN3CCCCC3)nc3scc(-c4ccccc4)c23)C1 (stereo not given)
  -2%	-12%	-0.5%	-4%	1%	8%[11.4 µM]	-11%	7%	-10%

# Pulled by structure from above:
# Value order – IDH1 R132H inh	USP1 inh	RXFP1 agonist	Vif-APOBEC3F blk	Vif-A3G inh	RGS4 inhibitor	TrxR1 substrate	ALOX12 inh	TrxR1 inh
CC(=O)Nc1cccc(NC(=O)Nc2cccc(F)c2)c1
  2%	-15%	0.6%	1%	-3%	-12%	0%	-7%	26%
COc1ccc(Cn2c(CO)cnc2SCC(=O)Nc2cccc(NC(C)=O)c2)cc1
  -4%	-6%	0.9%	-7%	4%	4%	0%	3%	17%
S=c1nc(C23CC4CC(CC(C4)C2)C3)[nH][nH]1
  -4%	-15%	-2.3%	2%	1%	-13%	-4%	u	-13%

# Returning to the listing; the three compounds before the break are reprinted first.
# Value order – IDH1 R132H inh	USP1 inh	RXFP1 agonist	Vif-APOBEC3F blk	Vif-A3G inh	RGS4 inhibitor	TrxR1 substrate	ALOX12 inh	TrxR1 inh
CCCCOc1ccc(C(=O)NCCCC(=O)N2CCCCC2)cc1
  1%	-13%	-0.2%	1%	-1%	-10%	4%	10%	3%
Cc1cccc(-c2noc(CCC(=O)NCC3CCCO3)n2)c1 (stereo not given)
  2%	-7%	0.0%	-14%	-2%	-11%	6%	29%	17%
OCC1CCCN(c2nc(CN3CCCCC3)nc3scc(-c4ccccc4)c23)C1 (stereo not given)
  -2%	-12%	-0.5%	-4%	1%	8%[11.4 µM]	-11%	7%	-10%
CCN(CC)c1nc(Nc2ccccc2)nc(Oc2ccc(=O)n(C)n2)n1
  1%	9%	-1.1%	-7%	-6%	-19%	1%	0%	9%
COc1ccc(NC(=O)NC2(C(=O)N3CCN4CCCC4C3)CCCCC2)cc1 (stereo not given)
  -7%	-16%	2.8%	-4%	-1%	-14%	6%[0.0914 µM]	-12%	15%[57.1 µM]
CN(C(=O)COC(=O)CNC(=O)c1ccc(C(C)(C)C)cc1)c1c(N)n(Cc2ccccc2)c(=O)[nH]c1=O
  -2%	3%	0.2%	-10%	1%	-9%	-8%	-21%	-8%
CCc1c(N)nc(N)nc1Nc1ccccc1C
  4%	u	x	-6%	-1%	3%	4%	1%	9%
O=c1[nH]c2ccc(S(=O)(=O)N3CCCCC3)cc2s1
  -12%	-18%	0.1%	5%	1%	-11%	9%[57.1 µM]	37%[activator]	25%[57.1 µM]
CCOC(=O)c1c(C)[nH]c(CCC(=O)Nc2ccc(C)c(F)c2)c1C
  0%	-10%	4.2%	4%	1%	-16%	-3%[57.1 µM]	u	8%[57.1 µM]
COc1ccccc1C(=O)Nc1ccccc1C(=O)OCc1cc(=O)n2c(C)csc2n1
  19%	-9%	u	-20%	0%	-15%	u	0%	8%[57.1 µM]
CC(=O)Nc1ccc(C(=O)COC(=O)c2c(C)noc2C)c(F)c1
  4%	-13%	0.1%	8%	-4%	-25%	-11%	-19%	-15%
COc1ccc(S(=O)(=O)n2nc(OC(=O)c3ccco3)cc2N)cc1
  -4%	-16%	2.1%	3%	0%	-28%	-2%[57.1 µM]	1%	u
COc1cccc(NC(=O)Nc2ccc(C(C)(C)C)cc2)c1
  -10%	u	1.6%	5%	-8%	8%	1%[57.1 µM]	-19%	5%[57.1 µM]
Nc1ccc(Nc2nc(-c3cc4ccccc4oc3=O)cs2)cc1
  7%	1%	1.1%	14%	-12%	-17%	-3%	-3%	-2%
Cc1cc(C)n(CCCNC(=O)COc2ccc([N+](=O)[O-])cc2)n1
  -1%	-20%	x	0%	0%	16%	1%	1%	13%
NNC(=O)c1cc2ccccc2[nH]1
  -8%	-11%	2.0%	0%	u	21%	-5%	10%	-8%
O=C(CCOc1ccccc1)N1CCCC(Nc2ccccc2)C1 (stereo not given)
  3%	-31%	x	0%	0%	x	x	-4%	x
O=C(O)c1ccccc1S(=O)(=O)Cc1ccccc1
  3%	-6%	0.0%	-14%	-4%	25%	13%	-16%&-29%	20%
